# Screens deposited in PubChem by several laboratories.
# MrgX1 agonist – agonists of human MrgX1 receptor, primary screen, HEK293 cells, Fluo-4 calcium flux; Mas-related G-protein coupled receptor member X1 (Homo sapiens), Q96LB2; Fluo-4 calcium fluorescence, agonist mode; hits give high values; B-score at 10 µM; 310,000 tested, 0.44% active;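 active means calcium response B-score plate-corrected fluorescence ratio at least 3 library SD, with starting fluorescence B-score inside 5 SD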
#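 Test system: HEK293 cells stably expressing human MrgX1 receptor; Input: fifteen thousand cells per well; Dosing: compound delivered in addition one of three; Schedule: overnight seeding, then 1 h dark dye loading; Technique: Fluo-4 NW calcium fluorescence; Measure: B-scored fluorescence response ratio; Controls: positive and negative controls per plate.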
# TRPC4 inh – inhibitors of mouse TRPC4 channel, primary screen, Fluo4 calcium, HEK293 TRPC4beta/mu-opioid cells; 300,000 tested, 0.39% active; DAMGO-evoked Fluo4 calcium flux; hits give low values; Short transient receptor potential channel 4 (Mus musculus), Q9QUQ5; B-score at 10 µM;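 active means B-score over 3 SD under the library average, no early fluorescence shift, positive overall ratio signal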
#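 material = TRPC4beta/mu-opioid receptor HEK293 cell line | probe or stimulus = sequential submaximal and maximal DAMGO stimulation | compound dosing = one concentration per compound | measured by = Fluo4 Ca2+ flux fluorescence | evaluation = integrated fluorescence ratio relative to baseline, converted to per-well B score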
# TRPC6 act – mouse TRPC6 channel activators, primary screen, cell-based, HEK293, membrane potential dye. 310,000 tested, 0.13% active. B-score at 10 µM. Short transient receptor potential channel 6 (Mus musculus), Q61143. HEK293-TRPC6 membrane potential dye fluorescence; hits give high values;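 active means B-score of the integrated fluorescence ratio above library mean plus 3 SD, and starting fluorescence ratio within library mean plus 5 SD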;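 further: higher score means more depolarization so channel activation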
# Target sequence (Q61143 whole entry, looked up): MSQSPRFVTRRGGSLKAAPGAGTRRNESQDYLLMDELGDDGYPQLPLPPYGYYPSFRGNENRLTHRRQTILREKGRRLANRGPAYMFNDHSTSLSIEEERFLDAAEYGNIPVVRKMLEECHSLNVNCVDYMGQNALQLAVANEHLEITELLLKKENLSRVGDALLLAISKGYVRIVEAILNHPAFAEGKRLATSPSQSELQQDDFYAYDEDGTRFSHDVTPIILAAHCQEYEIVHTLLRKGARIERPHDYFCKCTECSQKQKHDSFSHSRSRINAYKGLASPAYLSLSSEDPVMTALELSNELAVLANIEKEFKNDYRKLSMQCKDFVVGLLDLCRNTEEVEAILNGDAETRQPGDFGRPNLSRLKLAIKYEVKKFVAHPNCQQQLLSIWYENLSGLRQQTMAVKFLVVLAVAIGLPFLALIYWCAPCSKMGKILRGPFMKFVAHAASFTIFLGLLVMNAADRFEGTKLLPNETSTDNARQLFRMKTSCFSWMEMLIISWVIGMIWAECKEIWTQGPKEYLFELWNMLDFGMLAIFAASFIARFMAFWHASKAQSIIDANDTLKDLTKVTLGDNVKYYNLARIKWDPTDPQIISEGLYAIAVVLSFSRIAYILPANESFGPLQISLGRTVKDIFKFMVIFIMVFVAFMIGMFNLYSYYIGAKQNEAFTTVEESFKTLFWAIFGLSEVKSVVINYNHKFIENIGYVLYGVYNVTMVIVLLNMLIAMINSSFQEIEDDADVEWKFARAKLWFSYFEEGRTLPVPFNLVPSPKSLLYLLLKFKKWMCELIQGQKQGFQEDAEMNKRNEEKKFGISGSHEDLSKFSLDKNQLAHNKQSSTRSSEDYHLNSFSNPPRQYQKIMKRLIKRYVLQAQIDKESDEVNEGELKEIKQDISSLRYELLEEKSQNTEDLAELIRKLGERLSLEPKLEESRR
# HIF act – HIF pathway transcriptional activators, primary screen, cell-based, U2OS HRE-luciferase, luminescence. U2OS HRE-luciferase reporter; normalized: DMSO 0%, desferrioxamine 100%. activation, % at 7.5 µM (by protocol). AID 1910, 2009. 300,000 tested, 0.32% active;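 active means mean activation of at least 10% of the iron chelator positive control signal, with at least half of replicates also reaching 10%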
# AI-2 QS modul – Vibrio harveyi AI-2 quorum sensing modulators, primary screen, JMH597 strain, luminescence/OD600 ratio. Vibrio harveyi JMH597 AI-2 luminescence/OD600 ratio, 9 h; hits give low values; strain lacks LuxN and CqsS sensors; 0 = neutral-control median. activity change, % at 7.5 µM. 300,000 tested, 0.4% active; in the data active means activity change below about -75%, passing the limit was not always enough;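 further: luminescence divided by OD600 gain over 9 h not by final OD600 alone; inactives centre near 13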
# TRPC4 act – activators of mouse TRPC4 channel, primary screen, Fluo4 calcium, HEK293 TRPC4beta/mu-opioid cells; Fluo4 calcium fluorescence; hits give high values; B-score at 10 µM; 310,000 tested, 0.49% active; AID 2237, 2010;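 active means B-score above 5 SD of library B-scores, and initial fluorescence ratio not above library mean plus 5 SD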;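 further: positive B-score marks a calcium rise read as TRPC4 activation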
#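 Material: TRPC4beta and mu-opioid receptor HEK293 stable cells | Incubation: 45 min room-temperature Fluo4 loading, 110 s read | Detection: Kinetic Fluo4 calcium fluorescence | Measure: Integrated baseline-normalised fluorescence ratio, converted to per-well B score | Benchmarks: Low control buffer alone, high control maximal DAMGO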
# TRPC4 potent – positive allosteric modulators of TRPC4, primary screen, cell-based, mouse TRPC4beta, HEK293 mu-opioid, Fluo-4 calcium | Short transient receptor potential channel 4 (Mus musculus), Q9QUQ5 | DAMGO EC20, Fluo-4 Ca2+ flux; hits give high values | B-score at 10 µM | 310,000 tested, 0.42% active;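 active means B-score of calcium response area above 5 SD of library B-scores, with initial fluorescence ratio within 5 SD of library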;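 further: B-score of integrated fluorescence ratio over time as area under calcium response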
# PolyA inhibitor – polyadenylation inhibitors in yeast reporter cells, primary screen, luminescence, S. cerevisiae; S. cerevisiae SKY197-pL101 polyadenylation reporter, beta-gal luminescence; efflux-impaired pdr1/pdr3 knockout yeast; score 100 = 6 SD above DMSO; calls only at 12 µM; 300,000 tested, 0.02% active; AID 1875, 2009;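 active means lowest replicate activity score at least 50, where 100 means six control SD above control mean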;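 further: yeast exposed to compound for 9 h at 30 °C; higher score means more reporter readthrough which indicates perturbed polyadenylation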
# MrgX1 allo act – positive allosteric modulators of MrgX1, primary screen, HEK293 cells, Fluo-4 calcium flux. 310,000 tested, 0.63% active. Mas-related G-protein coupled receptor member X1 (Homo sapiens), Q96LB2. B-score at 10 µM. AID 588675, 2011. FDSS; hits give high values;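 active means plate-corrected calcium response at least 3 library SD above typical, normal starting fluorescence, not activating the receptor alone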;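 further: compound read alongside a low EC10 to EC30 dose of BAM8-22 agonist; peak minus trough fluorescence over baseline measured at the second addition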
# TRPC6 inh – mouse TRPC6 channel inhibitors, primary screen, cell-based, HEK293, membrane potential dye; AID 2553, 2010; 310,000 tested, 1.1% active; B-score at 10 µM; Short transient receptor potential channel 6 (Mus musculus), Q61143; ACh-evoked depolarization; hits give low values;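 active means B-score under library mean minus 3 SD, initial fluorescence not abnormally high, positive integrated signal ratio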;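 further: B-score derived from integrated fluorescence ratio over the kinetic read; more negative B-score means stronger inhibition of depolarization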
# MrgX1 antagonist – antagonists of human MrgX1 receptor, primary screen, HEK293 cells, Fluo-4 calcium flux | Mas-related G-protein coupled receptor member X1 (Homo sapiens), Q96LB2 | BAM8-22 antagonism; hits give low values | B-score at 10 µM | 310,000 tested, 1.3% active | AID 588676, 2011;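 active means calcium-response B-score plate-corrected more than 3 library SD below zero, starting fluorescence within 5 deviations, no agonist response on first addition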;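 further: peak minus trough fluorescence over baseline after final BAM8-22 challenge near maximal dose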
# Active calls of the source: *; i = inactive; nt = no result given.
SMILES,MrgX1 agonist,TRPC4 inh,TRPC6 act,HIF act,AI-2 QS modul,TRPC4 act,TRPC4 potent,PolyA inhibitor,MrgX1 allo act,TRPC6 inh,MrgX1 antagonist
CCOC(=O)C1=C(CN2CCc3ccccc32)NC(=O)NC1c1cc(C)ccc1C (configuration not stated),i,i,i,0.2,14,i,i,i,i,i,i
O=[n+]1cc(-c2ccccc2)n([O-])c2c1CCCCC2,i,i,i,0.6,18,i,i,i,i,i,i
COc1ccc(C(=O)Oc2cccnc2)cc1,i,i,i,-0.3,14,i,i,i,i,i,i
CN1C(c2ccc(F)cc2)=CS/C1=C(/C#N)c1nnc(N2CCOCC2)n1-c1ccccc1,i,i,i,-0.2,8,i,i,i,i,i,i
CN(C(=O)Cc1noc2ccccc12)c1ccccc1,i,i,i,0.1,14,i,i,i,i,i,i
CC(=O)N1Cc2ccccc2CC1C(=O)NCc1ccccc1F (configuration not stated),i,i,i,0.1,20,i,i,i,i,i,i
COc1c(C)cc(S(=O)(=O)NCCN2CCOCC2)c(C)c1C,i,i,i,0.7,6,i,i,i,i,i,i
Cc1ccc(NC(=S)NC2CC3CCC(C2)N3Cc2ccco2)c(C)c1 (configuration not stated),i,i,i,-0.2,18,116*,i,i,i,i,i
CCCCCCNC(=O)c1cc(-c2ccco2)nc2ccccc12,i,i,i,-11,26,i,i,i,i,i,i
CSC1=C(C#N)C(CC(C)C)C2=C(CCCC2=O)N1 (configuration not stated),i,i,i,-0.3,8,i,i,i,i,i,i
O=C(NCCN1CCOCC1)c1cc(Sc2ccccc2Cl)nc2ccccc12,i,i,i,0.1,1,i,i,i,i,i,i
COc1ccc(/C=C(\NC(=O)c2ccc(C)cc2)C(=O)Nc2c(C)n(C)n(-c3ccccc3)c2=O)cc1,i,i,i,-0.3,21,i,i,i,i,i,i
O=c1[nH]c2ccccc2cc1-c1nnn(-c2ccc(Cl)c(Cl)c2)n1,i,i,i,-0.5,23,i,i,i,i,i,i
O=C(O)c1cccc(CSc2nnc(COc3ccccc3)o2)c1,i,i,i,-1.6,51,i,i,i,i,i,i
Cc1nn(CC(=O)NCCCN2CCCCC2C)c(=O)c2cccn12 (configuration not stated),i,i,i,0.2,8,i,i,i,i,i,i

# Structural class: the entries above containing a Cl atom.
SMILES,MrgX1 agonist,TRPC4 inh,TRPC6 act,HIF act,AI-2 QS modul,TRPC4 act,TRPC4 potent,PolyA inhibitor,MrgX1 allo act,TRPC6 inh,MrgX1 antagonist
O=C(NCCN1CCOCC1)c1cc(Sc2ccccc2Cl)nc2ccccc12,i,i,i,0.1,1,i,i,i,i,i,i
O=c1[nH]c2ccccc2cc1-c1nnn(-c2ccc(Cl)c(Cl)c2)n1,i,i,i,-0.5,23,i,i,i,i,i,i

# (more compounds)
SMILES,MrgX1 agonist,TRPC4 inh,TRPC6 act,HIF act,AI-2 QS modul,TRPC4 act,TRPC4 potent,PolyA inhibitor,MrgX1 allo act,TRPC6 inh,MrgX1 antagonist
COc1ccc(NC(=S)NCCN2CCOCC2)c(OC)c1,i,i,i,-1.6,2,i,i,i,i,i,i
Cc1ccc2c(Cl)c(C(=O)Nc3ccc4c(c3)OCO4)sc2c1,i,i,i,1.5,23,i,i,i,i,i,i
O=C(NC1CCCC1)C1C2C=CC(C2)C1C(=O)N1CCOCC1 (configuration not stated),i,i,i,0.1,2,i,i,i,i,i,i
O=C(NCc1ccncc1)Nc1ccc(F)cc1,i,i,i,0.3,9,i,i,i,i,i,i
COc1ccc(Cl)cc1NC(=O)NNC(=O)c1ccccn1,i,i,i,-0.2,17,i,i,i,i,i,i
CNC(=O)COC(=O)c1ccc(OCC(=O)Nc2ccccc2OC)c(OC)c1,i,i,i,0.3,9,i,i,i,i,i,i
Cc1ccc(C)c(N2CCN(S(=O)(=O)c3ccc4[nH]c(=O)ccc4c3)CC2)c1,i,i,i,0.3,19,i,i,i,i,i,i
CN(C)S(=O)(=O)N1CCN(c2cc(Cl)ccc2Cl)CC1,i,i,i,0.3,27,i,i,i,i,i,i
COc1ccc(CCNC(=O)c2cccc([N+](=O)[O-])c2)cc1OC,i,i,i,-0.5,22,i,i,i,i,i,i
CCC1(CC)C(=O)C2=C3C1[C@H](C(=O)OC)CC(C(=O)OC)C[C@H]3n1c(=O)n(C)c(=O)n1[C@H]2C (some centres not stated),i,i,i,-1.3,11,i,i,i,i,i,i
CC1CCN(c2nc3c(c(=O)n(C)c(=O)n3C)n2Cc2ccccc2)CC1,i,i,i,-0.2,11,i,i,i,i,i,i
Cc1ccc(CNC(=O)c2ccccc2SCC(=O)NCC2CCCCC2)cc1,i,i,i,0.2,27,i,i,i,i,i,i
Cc1ccc(N/C=C(\C2OC(=O)c3ccccc32)[N+](=O)[O-])c(C)c1 (configuration not stated),i,i,i,0.1,-1,i,i,i,i,i,i
COc1ccc(NC(=O)CCC2COc3ccccc3O2)c(OC)c1 (configuration not stated),i,i,i,-0.4,26,i,i,i,i,i,i
Cc1nc(N)sc1-c1nnc(SCC(=O)Nc2ccccc2C(F)(F)F)n1C,i,i,i,0.1,25,i,i,i,i,i,i
COc1cccc(-c2nc3n(n2)C(c2ccc4c(c2)OCO4)C(C(N)=O)=C(C)N3)c1 (configuration not stated),i,i,i,1.7,28,i,i,i,i,i,i
CCOc1ccc2nc(SCC(=O)N3c4ccccc4Sc4ccccc43)c(C#N)cc2c1,i,i,i,0.2,15,i,i,i,i,i,i
C/C(=C\c1cc(C(=O)O)c(C)o1)CO,i,i,i,-0.1,12,i,i,i,i,i,i
CN(C)c1ccc(/C=N/Nc2nncc3ccccc23)cc1,i,i,i,1.2,5,i,i,i,i,i,i
FC(F)(F)c1ccccc1Nc1nccs1,i,i,i,0.1,24,i,i,i,i,i,i
O=C(Nc1ccc(Cl)cc1F)c1cccc2ccccc12,i,i,i,-0.1,6,i,i,i,i,i,i
CC1=C([N+](=O)[O-])C(c2ccc3c(c2)OCO3)N(C)C(=O)N1C (configuration not stated),i,i,i,-0.4,nt,i,i,i,i,i,i
C/C(=N\N=C(/N)SC1CC(=O)N(c2cccc(Cl)c2)C1=O)c1cccs1 (configuration not stated),i,i,i,-0.1,-11,i,i,i,i,i,i
O=C(CN(Cc1ccco1)C(=O)CNS(=O)(=O)c1ccc(F)cc1)NCc1ccco1,i,i,i,0.1,12,i,i,i,i,i,i
Cc1ccc2[nH]c(O)c(N=NC(=O)C3CC3c3ccccc3)c2c1Br (configuration not stated),i,i,i,-0.2,17,i,i,i,i,i,i
CC(C)(C)CC(=O)Nc1ccc(-c2nnc3n2CCCCC3)cc1,i,i,i,-0.1,13,i,i,i,i,i,i
CCn1c(/C(C#N)=N/O)nc2ccccc21,i,i,i,-0.2,10,i,i,i,i,i,i
Cc1csc(N2CCCC2=O)n1,i,i,i,-0.1,18,i,i,i,i,i,i
CC(SCC(=O)NC(C)C1CC2CCC1C2)C(=O)O (configuration not stated),i,i,i,-0.5,4,i,i,i,i,i,i
CC(=O)Nc1ccc(NS(=O)(=O)c2ccc(C)cc2)cc1[N+](=O)[O-],i,i,i,-0.7,10,i,i,i,i,i,i
Cc1c(C(=O)Nc2c(F)cc(F)cc2Br)sc2ncn(CC(=O)N3CCCC3)c(=O)c12,i,i,i,0.4,50,i,i,i,i,i,i
COc1ccc(C2=NO[C@@H]3C(=O)N(c4c(C)cccc4C)C(=O)[C@H]23)cc1OC,i,i,i,-0.3,4,i,i,i,i,i,i
C/C=C(\C)C(=O)N1CC2(CC(c3cccc(NC(=O)CC(c4ccccc4)c4ccccc4)c3)=NO2)C[C@H]1C(N)=O (some centres not stated),nt,i,i,-0.2,15,i,i,i,nt,i,nt
Cc1cc(N/N=C/c2ccccc2)nc(N2CCOCC2)n1,i,i,i,1.1,1,i,i,i,i,i,i
Cc1cc(C)cc(N(C(=O)c2ccccn2)C(C(=O)NC2CCCCC2)c2cccs2)c1 (configuration not stated),i,i,i,-0.2,-2,i,i,i,i,i,i
COc1cccc(CN2CCC(C(=O)N3CCN(Cc4ccc5c(c4)OCO5)CC3)CC2)c1,i,i,i,-0.1,10,i,i,i,i,i,i
COc1ccccc1N(C1=NCCCS1)S(=O)(=O)c1ccc(C(C)(C)C)cc1,i,i,i,-0.9,-11,i,i,i,i,i,i
CCCCC(NC(=O)CCc1c(C)c2cc3c4c(oc3c(C)c2oc1=O)CCCC4)C(=O)O (configuration not stated),i,i,i,2.3,27,i,i,i,i,i,i
COCc1cc(N2CCOCC2)nc(-c2ccccc2)n1,i,i,i,-0.4,19,i,i,i,i,i,i
Cc1cc(Nc2ccccc2O)c2ccccc2n1,i,i,i,0.3,23,i,i,i,i,i,i
Cc1ccc(N2C(=O)C3C4C=CC(CC4)C3C2=O)cc1Br (configuration not stated),i,i,i,-10,29,i,i,i,i,i,i
CCOC(=O)c1c(C)[nH]c(C)c1C(=O)COC(=O)CCOc1ccccc1OC,i,i,i,-0.4,7,i,i,i,i,i,i
Cc1cccc(C)c1Nc1nnc(SCC(=O)c2ccc3c(c2)NC(=O)CO3)s1,i,i,i,-0.4,-5,i,i,i,i,i,i
COc1cc(CN2CCCC(CO)(Cc3cccc(Cl)c3)C2)cc(OC)c1O (configuration not stated),i,i,i,1.2,12,i,i,i,i,i,i
Cc1ccc(C)c(OCc2nnc(NC(=O)c3ccco3)s2)c1,i,i,i,-0.3,1,i,i,i,i,i,i
COc1ccc(CNC(=O)CSc2nnc(NC(=O)c3ccccc3F)s2)cc1,i,i,i,0.8,15,i,i,i,i,i,i

# Some of the compounds tested; rates above refer to the full screens.
